Source: PubChem
sdo1 growth = growth rescue of sdo1-depleted yeast, primary screen, S. cerevisiae, bone marrow failure model | S. cerevisiae sdo1-depleted JHY4D growth rescue, OD600 30 h; hits give high values; pdr5 snq2 efflux-pump mutant strain | z-score at 10 µM | 0.21% of 140,000 active;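 active means z-score above 3 at both the 24 hr and the 30 hr optical density reads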;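 further: z-score against mean and SD of all compound wells on the same plate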
INS promoter inh = inhibitors of insulin promoter-driven GFP, primary screen, imaging, TRM-6 cells (human fetal islet line), eGFP reporter, cell count; inhibition, % at 2 µM; reporter expression induced with tamoxifen; 0.9% of 130,000 active; AID 1273, 2008;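 active means inhibition above the mean plus 3 SD, with well images judged a real hit on visual review, cut at about 60% in these data, passing the limit was not always enough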
sdo1 growth Rescue 24 h = second read-out of sdo1 growth, no call of its own (marks repeat the call); z-score; S. cerevisiae sdo1-depleted JHY4D growth rescue, OD600; measured here: growth rescue at 24 h;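 0 is the plate mean of compound wells and units are plate SD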
* marks the source's active call; other numbers are inactive results; . = no result given.

Order of results: sdo1 growth	sdo1 growth Rescue 24 h	INS promoter inh
Cc1noc(NS(=O)(=O)c2ccc(N/C=C\C(=O)c3ccccc3)cc2)c1C
 : .	.	-18
COc1ccc(-c2nc(C#N)c(N3CCC(C(N)=O)CC3)o2)cc1
 : 0.51	0.33	0
CN(C(=S)Nc1ccccc1F)C1(c2ccccc2Cl)CCCCC1=O (stereo not drawn)
 : -1.1	-0.88	5
O=C(COC(=O)c1cccs1)NCCCc1ccccc1
 : .	.	19
O=C(CCCNS(=O)(=O)c1cccc2nsnc12)N1CCCCC1
 : 0.14	0.09	29
CCN(C(=O)CSc1nnc(Cn2nnc3ccccc32)o1)c1nc(-c2ccccc2)cs1
 : 0.42	-0.27	41
CCOC(=O)C1C(C(=O)Nc2cccc(C(F)(F)F)c2)C1C(=O)NC(C)C (stereo not drawn)
 : .	.	-36
CCS(=O)(=O)NCc1ccc2[nH]c3c(c2c1)CCCC3
 : 1.7	1.9	.
COc1cc(N)ccc1Cc1ccc(N)cc1OC
 : -0.03	-0.4	29
CCC(CC)c1nnc(NC(=O)C2COc3ccccc3O2)s1 (stereo not drawn)
 : -1.2	-1.1	12
COc1ccccc1S(=O)Cc1ccc(C(=O)NCCc2ccc(Cl)cc2)o1 (stereo not drawn)
 : -1	-0.69	.
O=C(CN1CCN(c2cccc(C(F)(F)F)c2)CC1)Nc1cccc(C(F)(F)F)c1
 : -2.2	-0.77	14
COc1ccc(-n2c(=O)c3ccccc3n(Cc3ccccc3F)c2=O)cc1OC
 : .	.	25
Cc1ccc(NC(=O)c2ccccc2F)nc1
 : 0.27	0.04	38
COC(=O)C1=C(C)N(CCc2ccccc2)C(=O)/C1=C\c1ccco1
 : -0.81	-0.61	-37
CCCCC1CCC(c2nc(-c3ccccn3)no2)CC1 (stereo not drawn)
 : -0.62	-0.42	12
CC(C)CNC(=O)CSc1nc2scc(-c3ccccc3)c2c(=O)[nH]1
 : 0.43	-0.25	2
N#CC1=C(N)Oc2n[nH]c(-c3ccc(F)cc3)c2C1c1cccnc1 (stereo not drawn)
 : -0.17	-1.4	-16
Nn1c(CSc2nc3ccccc3o2)nnc1CSc1nc2ccccc2o1
 : -0.44	0.76	32
CCOC(=O)N1CCN(CCC(=O)Nc2cc([N+](=O)[O-])ccc2OC)CC1
 : 0.95	0.78	-331

Two of these compounds, set out differently.
Compound,sdo1 growth,sdo1 growth Rescue 24 h,INS promoter inh
Cc1noc(NS(=O)(=O)c2ccc(N/C=C\C(=O)c3ccccc3)cc2)c1C,.,.,-18
O=C(CCCNS(=O)(=O)c1cccc2nsnc12)N1CCCCC1,0.14,0.09,29

(further entries)
Order of results: sdo1 growth	sdo1 growth Rescue 24 h	INS promoter inh
CCOc1ccc([N+](=O)[O-])c(N)c1
 : 0.34	-0.05	3
COc1cccc(-c2csc(NC(C)=O)n2)c1
 : 0.98	0.88	-69
O=S(=O)(c1cccc(-c2nnc(SCc3ccc(Cl)cc3)o2)c1)N1CCCCC1
 : -0.21	0.27	.
Nc1c(C(=O)c2ccc(Cl)cc2)oc2ccccc12
 : 0.3	1.1	-24
O=C(NC(Cc1ccccc1)C(=O)Oc1ccc2c(C(F)(F)F)cc(=O)oc2c1)OCc1ccccc1 (stereo not drawn)
 : 0.18	0.2	-46
CC1CC(=O)C2=C(C1)Nc1nc3ccccc3n1C2c1cccnc1 (stereo not drawn)
 : .	.	17
Cc1[nH]c2ccccc2c1C(=O)C(=O)N1CCN(C(=O)c2ccco2)CC1
 : .	.	18
Fc1cccc(NC(=S)Nc2cccnc2)c1
 : .	.	37
Cc1ccc(-c2nc(=S)c3c(n2Cc2ccco2)CCCC3)cc1
 : -0.17	0.13	28
N#C/C(=N\Nc1ccccc1)C(=N)N1CCOCC1
 : 0.57	0.55	-33
CCN1C(=O)c2cccc3c(S(=O)(=O)Nc4ccncc4)ccc1c23
 : 0.56	0.66	26
O=C(Nn1cnnc1)c1ccc(Br)s1
 : -0.5	-1.1	25
CCN(CC)S(=O)(=O)c1ccc(NC(=O)COC(=O)c2ccc(-n3nc(C)cc3C)cc2)cc1
 : -0.9	-1.6	21
C#CCOCCOCCOCCNc1nc(N2CCN(C(=O)[C@H]([C@@H](C)O)n3cc(CCCCN)nn3)CC2)nc(N2CCN(C(=O)[C@H](Cc3ccc(O)cc3)n3cc(CCO)nn3)CC2)n1
 : 0.04	-0.16	-9
COCCOC(=O)C1=C(N)Oc2c(oc(CO)cc2=O)C1c1ccccc1F (stereo not drawn)
 : 0.92	0.24	-38
Cc1oc(/N=C/c2ccc(Cl)cc2)c(C#N)c1C
 : 0.65	0.49	.
CN(CC(=O)NCCN1CCCCCC1)S(=O)(=O)c1cccc2nsnc12
 : -0.72	0.29	.
COc1cccc(C(=O)Nc2ccc3nc(N4CCOCC4)cc(C)c3c2)c1
 : -1.1	-1.3	.
Cc1ccc(CCNC(=O)C2CCC(CNc3c(N4CCCC4)c(=O)c3=O)CC2)cc1 (stereo not drawn)
 : 0.78	0.55	.
CC(=O)C1=C(C)NC(SCC(N)=O)=C(C#N)C1c1cccnc1 (stereo not drawn)
 : 0.77	0.82	29

Record cards (already shown). Values in the order: sdo1 growth | sdo1 growth Rescue 24 h | INS promoter inh
Entry for CCOc1ccc([N+](=O)[O-])c(N)c1 → 0.34 | -0.05 | 3
Entry for Cc1[nH]c2ccccc2c1C(=O)C(=O)N1CCN(C(=O)c2ccco2)CC1 → . | . | 18
Entry for COc1cccc(C(=O)Nc2ccc3nc(N4CCOCC4)cc(C)c3c2)c1 → -1.1 | -1.3 | .
Entry for N#C/C(=N\Nc1ccccc1)C(=N)N1CCOCC1 → 0.57 | 0.55 | -33
Entry for CCN(CC)S(=O)(=O)c1ccc(NC(=O)COC(=O)c2ccc(-n3nc(C)cc3C)cc2)cc1 → -0.9 | -1.6 | 21

Carrying on.
Order of results: sdo1 growth	sdo1 growth Rescue 24 h	INS promoter inh
O=C(Cn1cncc1-c1ccc([N+](=O)[O-])cc1)Nc1ccccc1F
 : 0.21	1.1	-11
COc1ccc(CC(=O)Nc2c3c(nn2-c2ccccc2C)CS(=O)C3)cc1 (stereo not drawn)
 : 0.64	0.01	-456
S=C(NCc1cccnc1)Nc1ccc(Cl)cc1Cl
 : .	.	-32
CCCSc1nc(SCC(=O)NCc2ccccc2)c2c3c(sc2n1)COC(C)(CC)C3 (stereo not drawn)
 : -1.3	-0.54	-2
O=C(CNC(=O)c1ccccc1F)N/N=C/c1cn[nH]c1-c1ccccc1
 : 1.2	0.15	-33
O=C(CSc1nnnn1C1CCCC1)Nc1ccc2c(c1)OCO2
 : 0.72	0.46	-25
CS(=O)(=O)N1CCc2cc(S(=O)(=O)Nc3ccc4oc5c(c4c3)CCCC5)ccc21
 : 1.1	2.4	-36
O=C(Nc1ccccc1)c1nnn(Cc2ccccc2)c1NC(=O)C(F)(F)F
 : -0.09	-0.27	13
COc1cccc(C(=O)Nc2ccc(C(=O)NCC(C)C)cc2)c1
 : .	.	47
CSc1ncc(C(=O)O)c(C)n1
 : 1.9	0.73	-36
COc1cc(OC)cc(-n2nnnc2SCC(=O)N2CCCC2)c1
 : 0.56	0.28	.
O=C(COc1ccc(Cl)cc1)Nc1nnc(C2=COCCO2)o1
 : .	.	-69
CCOC(=O)c1oc2nc3c(cc2c1N)COC(C)(C)C3
 : 0.36	-0.08	.
CCOC(=O)c1c(NC(NC(=O)C(C)C)C(Cl)(Cl)Cl)sc2c1CCC2 (stereo not drawn)
 : -1.2	-0.82	-17
COC(=O)c1cc(NC2c3ccccc3C(=O)N2CCN2CCOCC2)cc(C(=O)OC)c1 (stereo not drawn)
 : -0.34	-1.1	.
CCc1nc2cc([N+](=O)[O-])c([N+](=O)[O-])cc2[nH]1
 : 0.31	0.16	75*
CCCC(C)NS(=O)(=O)c1ccccc1 (stereo not drawn)
 : 2.1	2.5	27
COc1ccc(C2NC(=S)NC3=C2CCc2cc(OC)ccc23)cc1 (stereo not drawn)
 : -1.7	-1	.
Cc1nn(Cc2ccccc2Cl)c2sc(C(=O)NCCCn3ccnc3)cc12
 : 0.53	0.4	.
Cc1ccc(C2(C(F)(F)F)NC(=O)N3C(=C2C#N)Nc2ccccc23)cc1 (stereo not drawn)
 : 0.31	1.2	0
O=[N+]([O-])c1ccc(-c2nnc(-c3ccccc3)c(NCCCO)n2)cc1
 : -0.45	-0.61	-29
O=C(Nc1nc2ccc(SC(F)F)cc2s1)c1ccc2c(c1)S(=O)(=O)c1ccccc1C2=O
 : -0.41	-0.14	30
CCOC(=O)c1c(N)sc(C(=O)N2CCCC(C(N)=O)C2)c1C (stereo not drawn)
 : .	.	23
O=C(C1=C(O)C(=O)N(CCN2CCOCC2)C1c1cccnc1)c1cc2ccccc2o1 (stereo not drawn)
 : 1.2	0.6	-7
Cc1cc(C)cc(-c2nc(-c3ccncc3)no2)c1
 : -0.27	0.6	.
COc1ccc(OCC(=O)N2CCN(C(=O)c3ccco3)CC2)cc1
 : -0.06	-0.72	8
Cn1c(NC(=O)/C=C/c2ccccc2)cc(=O)n(C)c1=O
 : 1.2	0.55	.
CCCCN(CC)C(=O)c1ccccc1Oc1ccccc1
 : -0.96	-0.74	17
O=C(Nc1ccc(S(=O)(=O)N2CCOCC2)cc1)C1CCCCC1
 : 0.69	0.77	26
COc1ccc(C(=O)c2c[nH]c(C(=O)NCc3cccnc3)c2)cc1
 : 0.92	0.89	0
COc1ccccc1NC(=O)CSc1nc(O)cc(=O)[nH]1
 : 0.7	0.06	-48
Cc1c(NC(=O)CSc2nnc(Nc3ccccc3)s2)c(=O)n(-c2ccccc2)n1C
 : 1.7	1.7	.
CCCn1c(SCC(=O)Nc2nc(C)c(C(=O)OC)s2)nnc1C(C)C
 : 0.69	0.87	58
N#Cc1c(NC(=O)c2nc3ncccn3n2)sc2c1CCCCC2
 : -1.1	0.02	11
COc1cc(NC(=O)COC(=O)CC(C)(C)C)c(C)cc1[N+](=O)[O-]
 : 1.9	2.3	-56
CCCCc1cc(=O)oc2cc(OCc3nn[nH]n3)c(Cl)cc12
 : -0.19	-0.23	.
CCn1cc(C(=O)NCC2CCCO2)c2cc(OC)c(OC)cc2c1=O (stereo not drawn)
 : -0.11	-0.67	.
CCCCn1c(SCC(=O)Nc2nnc(C)s2)nc2c1c(=O)n(C)c(=O)n2C
 : 0.17	-0.38	36
CC(=O)Nc1nc(C(=O)O)cs1
 : .	.	55
CN(C)CCSc1nc(N)c2c3c(sc2n1)CN(C)CC3
 : 0.92	0.2	-9
CC(=O)C1=C(c2ccccc2)NC(=O)NC1c1ccccc1OCC(=O)NCc1ccccc1 (stereo not drawn)
 : 1.2	0.09	3
NC(=O)C(CC(=O)O)NC(=O)[C@@H]1CCCCNc2c(I)cc([N+](=O)[O-])cc2C(=O)N[C@@H](CO)C(=O)NCC(=O)N1 (stereo partly drawn)
 : -0.87	-0.83	9
CCC(=O)NC(=S)Nc1ccc(NC(=O)c2ccc(OC)cc2)cc1
 : 0.29	1.2	-7
Cc1ccc2nc(-c3cccs3)oc(=O)c2c1
 : .	.	-13
Cc1ccc(N2C(N)=NC(N)=NC2(C)C)c(C)c1
 : 0.62	0.26	.
O=C(CSc1nnc(-c2cccc(S(=O)(=O)N3CCOCC3)c2)n1C1CCCCCC1)NCc1ccccc1
 : -0.58	-1.1	-40
S=C(Nc1ccccc1)c1ccccn1
 : -0.03	-0.34	7
O=[N+]([O-])c1ccc(N2CCOCC2)cc1SCc1ccco1
 : -0.32	0.24	-36
CCC1C(=O)N=C(SCC(=O)Nc2ccccc2)NC1=O (stereo not drawn)
 : 1.1	1.4	-58
Cc1ccc(S(=O)(=O)N(C)C)cc1NC(=S)NC1CCCC(C)C1C (stereo not drawn)
 : 0.16	0.14	-57
COc1ccc(OC)c(N2C(N)=NC(N)=NC23CCCC3)c1
 : 0.16	-0.51	.
CC1CCN(C(=O)c2ccc(CSc3nc4ccncc4n3Cc3ccc(F)cc3)cc2)CC1
 : -0.34	-2.1	-20
Fc1ccccc1N1CCN(c2cnc3ccccc3n2)CC1
 : -1.7	-0.88	.
O=C(Cc1ccc(Cl)cc1)Nc1ccc2oc(-c3ccncc3)nc2c1
 : -0.65	-0.04	-83
COc1ccc(C(c2sc3ncnn3c2O)N2CCN(c3ccccc3F)CC2)cc1OC (stereo not drawn)
 : 1.3	1.1	.
O=C1OC(/C=C/c2ccc(Cl)cc2)=NC/1=C/c1ccco1
 : -1.1	-0.91	.
CC(=O)c1sc2nc(=O)c(C)nn2c1C
 : 0.65	-0.13	41
COc1ccc(CCCc2nnc(SCC(=O)Nc3ncc(C)s3)o2)cc1
 : -1.3	-1.2	.
CC(C)c1nc(SCC(=O)N2CCOCC2)c2c(=O)n(C)c(=O)n(C)c2n1
 : 0.18	-0.39	.
Cc1cc(-c2ccco2)n(CC(=O)NCCCc2ccccc2)n1
 : 0.45	0.3	-50
O=C(COC(=O)Cn1cnc2ccccc21)NCCc1ccc(Cl)cc1
 : 0.58	0.06	31

Grouped by structure, those above with a COOH group.
Order of results: sdo1 growth	sdo1 growth Rescue 24 h	INS promoter inh
CSc1ncc(C(=O)O)c(C)n1
 : 1.9	0.73	-36
CC(=O)Nc1nc(C(=O)O)cs1
 : .	.	55
NC(=O)C(CC(=O)O)NC(=O)[C@@H]1CCCCNc2c(I)cc([N+](=O)[O-])cc2C(=O)N[C@@H](CO)C(=O)NCC(=O)N1 (stereo partly drawn)
 : -0.87	-0.83	9
